Autophagy HCS: autophagy modulation, high-content screen | MEF GFP-LC3 puncta imaging; test concentration mostly 10 µM | calls only at 10 µM (by protocol) | actives 0.98% (n = 190,000);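 active = percentage of spot-positive cells more than 3 SD above its plate mean, without a fluorescence outlier flag or 80% toxicity; inconclusive = no clear call, values can overlap the other calls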;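 note: spot-positive cell cutoff set from DMSO-treated cells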
ER stress rescue: protection against thapsigargin-triggered cell killing – 384-well, CSM14.1, ATP luminescence, primary screen (AID 1222); CSM14.1 thapsigargin-induced death rescue, ATP luminescence; higher % means a stronger effect; 190,000 tested, under 10 active; one-dose cellular ATP content (survival), % at 20 µM; EC50 in µM for titrated hits;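 active = EC50 below 50 µM in the dose-response confirmation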;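 note: death triggered by thapsigargin at about 15 µM added after 2 h compound pretreatment; cell ATP read after overnight thapsigargin exposure of roughly 18 to 22 hours; normalized against plate controls of thapsigargin alone and 5% DMSO vehicle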
M1AAP inhibition: P. falciparum M1AAP inhibitors, biochemical, fluorogenic H-Leu-NHMec substrate, 1536-well (AID 1445). one-dose inhibition, % at 30 µM; IC50 in µM for titrated hits. recombinant M1AAP, H-Leu-NHMec fluorogenic kinetic assay; higher % means a stronger effect. actives 0.42% (n = 220,000);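 active = primary inhibition above the hit cutoff, then over 50% inhibition at one or more dose response concentrations, cut at about 23% in these data, passing the limit was not always enough; inconclusive = conflicting primary data, or primary hits not chosen for dose response; inactive = low primary inhibition, or under 50% at every dose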;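 note: plate controls were DMSO full reaction for no effect and no enzyme background for full effect; strong numbers were not always called active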
b-catenin transl: modulators of beta-catenin nuclear translocation; HeLa beta-catenin nuclear translocation, immunofluorescence imaging; nuclear translocation activity, % at 5 µM; actives 0.3% (n = 190,000);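 active = nuclear translocation activity above 50% at 5 µM, with a well cell count of 50 or more; inconclusive = wells under 50 cells across six images, flagged as toxic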;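 note: per-cell ratio of nuclear to cytoplasmic median beta-catenin stain intensity; plate controls were DMSO negative control for no effect and GSK-3 inhibitor IX positive control for full effect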
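Assay system: human HeLa cells, native beta-catenin; doses: 5 µM primary, 0.02–20 µM confirmation; incubation: compound treatment 24 h, 37°C, 5% CO2; technique: fluorescence imaging of beta-catenin antibody stain plus DAPI; measure: % activation, nuclear-to-cytoplasmic median beta-catenin signal ratio per cell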
K1F lysis inhibition: protection from phage-mediated lysis, alamar blue read-out – E. coli UTI89, K1F phage, bacterial capsule biogenesis inhibitors (AID 488966). actives 0.02% (n = 340,000). E. coli UTI89 K1F phage lysis, alamar blue, 2 h; higher % means a stronger effect. one-dose inhibition, % at 100 µM; IC50 in µM for titrated hits;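 active = phage lysis inhibition, versus mean bacterial control, above a set limit; inconclusive = no clear call, values can overlap the other calls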;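 note: capsule biogenesis inhibitors block K1F phage lysis so surviving cells raise fluorescence; higher fluorescence means more inhibition of phage lysis; actives were called in the ten point dose series up to 300 µM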
P. falciparum M17LAP: P. falciparum M17LAP inhibitors, primary screen, biochemical, fluorogenic H-Leu-NHMec substrate, 1536-well (AID 1619); actives 0.38% (n = 220,000); inhibition, % at 30 µM; hits with a dose series show IC50 in µM; recombinant M17LAP, H-Leu-NHMec fluorogenic kinetic assay; higher % means a stronger effect;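 active = compound inhibiting the enzyme by more than half at any dose during confirmatory dose-response retesting; inconclusive = strong single-dose inhibitors picked by rank but not retested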;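 note: plate controls were full reaction with DMSO carrier for no effect and no enzyme background for full effect; strong numbers were not always called active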
Insulin prom up: MIN6 insulin promoter up-regulation; MIN6 insulin promoter-GFP reporter, high-content imaging; hits give high values; z-score at 5 µM; actives 0.3% (n = 190,000);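 active = z-score above 3 at 5 µM with at least 500 cells counted in the well; inconclusive = wells under 500 cells, flagged as cytotoxic or low count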
Dynein transport: dynein cargo transport inhibition. 3617.4 mouse cells, GR-EGFP nuclear translocation imaging; test concentration mostly 20 µM; stimulated with dexamethasone, 1 µM; hits give low values. z-score, hits read low. actives 0.47% (n = 220,000). AID 1381;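 active = plate z-score of nuclear minus cytoplasmic receptor signal below a set negative limit, without overly bright fluorescence or cell loss, cut at about -3.5 in these data, passing the limit was not always enough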;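 note: z-score of nuclear minus cytoplasmic ring GR-EGFP intensity difference per well; some compounds called inactive have numbers as strong as hits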
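medium = tetracycline-free induction medium containing charcoal-stripped FBS | probe or stimulus = dexamethasone, 1.0 µM final | timing = 48 h induction, then 1 h compound, then 30 min agonist, 37 °C | detection = automated 10x imaging of fixed Hoechst-stained cells | read-out basis = nuclear versus cytoplasmic GR-EGFP signal, averaged per well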
MT stabilizer: stabilizes microtubules in HeLa cells. HeLa tubulin immunostaining HCS, 24 h; share of cells brighter than vehicle mean+2SD. % tubulin-high responders, % at 10 µM. actives 0.83% (n = 200,000);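 active = plate Z-score above 3 for both tubulin-high and condensed-nucleus cell shares, with cell loss under 80%, at 10 µM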;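 note: anti alpha tubulin signal scored within the nucleus-defined area of each cell; some results filed as inactive read as strong as hits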
Dynein transport cytoplasmic EGFP: recorded beside Dynein transport, whose call it bears; z-score; measured here: cytoplasmic GR-EGFP intensity; hits give high values
Dynein transport nuclear GR-EGFP: recorded beside Dynein transport, whose call it bears; z-score; measured here: nuclear GR-EGFP intensity;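 lower value marks the stronger effect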
Dynein transport cell count: second read-out of Dynein transport, no call of its own (marks repeat the call); z-score; measured here: cell count per field
Insulin prom up cell count: second read-out of Insulin prom up, no call of its own (marks repeat the call); cell count; measured here: cytotoxicity, nuclei count;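 total cells summed across four imaged fields per well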
b-catenin transl cell count 5 µM: recorded beside b-catenin transl, whose call it bears; cell count; measured here: cell count, cytotoxicity flag
MT stabilizer Hoechst-high %: further read-out of MT stabilizer, marked with its call; % Hoechst-high responders; measured here: nuclear condensation Hoechst responders;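 share of cells brighter than vehicle mean plus two SD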
MT stabilizer cytotoxicity %: second read-out of MT stabilizer, no call of its own (marks repeat the call); toxicity, %; measured here: cytotoxicity by cell density;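 0% = mean cell density of plate MIN control wells and 100% = no cells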
Autophagy HCS cell loss 18 h: also measured in Autophagy HCS; calls as there; toxicity, %; measured here: cell loss, nuclei count;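 cell loss after 18 h compound exposure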
An asterisk follows results filed as active; i = inactive; ? = inconclusive; / = no result given; [ ] = dose if it differs, or a comment.

SMILES | Autophagy HCS | Autophagy HCS cell loss 18 h | ER stress rescue | M1AAP inhibition | b-catenin transl | b-catenin transl cell count 5 µM | K1F lysis inhibition | P. falciparum M17LAP | Insulin prom up | Insulin prom up cell count | Dynein transport | Dynein transport cytoplasmic EGFP | Dynein transport nuclear GR-EGFP | Dynein transport cell count | MT stabilizer | MT stabilizer Hoechst-high % | MT stabilizer cytotoxicity %
CCC(C)C(NC(=O)c1ccccc1NC(=O)c1ccco1)C(=O)NC1CCCCC1 (stereo unspecified) | i | 2 | 4.6% | 4% | -1.0 | 1014 | 1.4% | -4% | -0.77 | 1249 | 1.5 | 0.09 | 1.1 | -0.12 | 1.9 | 1.6 | 0.2
Cc1cc(C)c(S(=O)(=O)N(CC(=O)NCc2cccnc2)C2CCCCC2)c(C)c1 | i | 3 | -0.2% | 5% | -1.2 | 1049 | -0.7% | 9% | 0.53 | 809 | 0.79 | -0.42 | 0.71 | -0.65 | 3.5 | 2.0 | 9.6
Cc1cccc(NC(=O)CSc2nnc([C@@H](N)Cc3ccccc3)o2)c1C | i | 17 | 3.5% | -2% | -2.8 | 992 | 0.2% | 34% | 0.79 | 1312 | -0.25 | -0.16 | 0.72 | 0.21 | 3.0 | 2.2 | 4.2
CCN(CC)c1ccc(NC(=O)COc2ccccc2C)cc1S(=O)(=O)Nc1ccccc1OC | i | 7 | -1.9% | 5% | -1.5 | 1106 | 2.0% | -6% | -0.09 | 1321 | 0.33 | -0.24 | 0.22 | -0.27 | 1.5 | 2.5 | 10
COCCNC(=O)C1CC(c2cccc(OC)c2)=NO1 (stereo unspecified) | i | -1 | -1.1% | -2% | 1.2 | 1322 | -0.9% | -4% | -0.06 | 1510 | 0.4 | -0.25 | 0.067 | 0.89 | 4.1 | 3.5 | 12
Cc1ccc(NC(=O)C(=O)NCCN2CCN(S(C)(=O)=O)CC2)cc1 | i | -35 | 1.2% | -4% | 0.2 | 1578 | -0.8% | -4% | -0.19 | 1428 | 0.14 | -0.31 | 0.19 | -0.087 | 5.2 | 1.5 | 8.0
Cc1ccc(NCc2ccccc2OCc2ccccc2F)cc1 | i | -39 | -0.8% | 1% | -0.4 | 1154 | -0.1% | -3% | 0.8 | 816 | -0.055 | -0.27 | -0.24 | 0.68 | 2.8 | 3.4 | 3.7
CCn1c(C)nc2cc(C(=O)n3cc(C(=O)c4ccccc4O)cn3)ccc21 | i | -7 | -3.1% | 0% | 0.6 | 1343 | / | ? | 0.28 | 1429 | -1 | -0.0067 | -0.69 | 0.36 | 1.4 | 1.1 | 8.1
Cc1ccc(C(=O)NC(=S)Nc2cccc(-c3nc4ccccc4s3)c2)cc1 | i | -3 | 2.3% | -2% | -2.0 | 1185 | 1.1%[50 µM] | -1% | 0.39 | 1498 | 0.24 | -0.25 | 0.11 | 0.12 | 8.7 | 3.2 | 0.7
COc1ccccc1Sc1nc(-c2ccccc2)ncc1OC | i | 5 | / | 3% | -4.3 | 1097 | 0.0% | 4% | -0.57 | 1042 | 0.3 | -0.22 | 0.087 | -0.074 | 1.8 | 1.7 | 2.2
CCOC(=O)C1CCCN(Cc2nc(CC3CC3)no2)C1 (stereo unspecified) | / | / | / | 2% | 1.0 | 1269 | 0.1% | -5% | 0.62 | 893 | -0.4 | -0.22 | 0.14 | 1.5 | / | / | /
Cc1cc(C(F)(F)F)nn1CC(=O)N1CCCCC1C (stereo unspecified) | i | -10 | -1.3% | 9% | -2.1 | 1151 | 0.8% | -9% | 0.97 | 1295 | 0.65 | -0.23 | 0.79 | -1.5 | 4.5 | 2.3 | 5.5
CNC(=O)c1ccc(-c2ccc(F)cc2)s1 | i | -2 | -2.3% | -2% | / | / | 0.4% | 3% | -0.35 | 1115 | -0.38 | 0.15 | -0.32 | 0.16 | 1.0 | 1.8 | 22
CC(NS(=O)(=O)c1ccc(Br)cc1)C(c1cccs1)N1CCOCC1 (stereo unspecified) | i | 9 | -1.8% | -2% | -1.0 | 569 | -0.9% | -8% | 0.27 | 1376 | -0.64 | -0.21 | 0.41 | 0.4 | 5.9 | 2.8 | 0.7
C=CCSc1nc2c(sc3nc(C)cc(C)c32)c(=O)[nH]1 | i | -4 | -0.3% | 5% | / | / | 0.9% | 5% | / | / | -0.2 | -0.22 | -0.39 | 1.2 | 1.1 | 1.6 | 12
O=C(CNS(=O)(=O)c1ccc(Br)s1)N1CCC(N2CCCCC2)CC1 | i | 4 | 0.1% | -5% | 1.2 | 1369 | 0.2% | -1% | -0.64 | 1434 | -0.67 | -0.2 | -0.27 | 0.77 | 0.9 | 1.5 | 11
Cn1ncc(Cl)c1C(=O)N/N=C/c1cc2c(cc1[N+](=O)[O-])OCO2 | i | 4 | 0.3% | 1% | 0.7 | 1025 | 0.1% | 11% | / | / | -0.54 | -0.28 | -0.33 | 0.82 | 1.7 | 2.1 | 7.9
CCOc1ccc(C(C)NC(=O)c2cccc(F)c2)cc1 (stereo unspecified) | i | 10 | -1.8% | 0% | -1.0 | 1041 | 6.1% | -3% | -0.26 | 1296 | -0.56 | -0.31 | -0.62 | 0.52 | 3.5 | 2.2 | 5.6
O=C(NC(Cc1ccccc1)C(=O)NC(Cc1ccccc1)C(=O)O)c1ccccc1 (stereo unspecified) | i | 12 | -0.1% | 1% | -0.4 | 835 | 1.4% | 46% | 0.72 | 1582 | -1.1 | -0.068 | -0.21 | 0.52 | 0.5 | 1.4 | 2.4
CCOc1ccc(N2C(=O)C3ON(c4ccccc4)C(c4ccco4)C3C2=O)cc1 (stereo unspecified) | i | 21 | -4.8% | 7% | 1.0 | 1108 | -1.6% | 2% | 0.23 | 1207 | -0.33 | -0.21 | -0.096 | 0.67 | 2.2 | 2.0 | 5.2
COC(=O)Nc1nnc(Cc2ccc(Cl)cc2)s1 | i | 5 | 2.0% | 10% | -0.8 | 1107 | 0.6% | 3% | 0.19 | 891 | -0.21 | -0.31 | -0.023 | 0.65 | 2.0 | 1.3 | 2.8
Cc1ccc(C(=O)NN2C(=O)C3C4C=CC(C5CC45)C3C2=O)cc1 (stereo unspecified) | i | -10 | -0.1% | 7% | -1.7 | 1128 | -0.2% | 12% | -0.37 | 1193 | 0.36 | -0.15 | 0.29 | -0.48 | 2.1 | 1.7 | 7.4
COCCn1cnc2c1c(=O)n(CC(=O)OCC(=O)NCC(F)(F)F)c(=O)n2Cc1ccccc1 | i | 10 | -0.5% | 2% | -3.4 | 1163 | 1.8% | -2% | 0.36 | 1455 | 0.24 | -0.28 | 0.27 | 0.39 | 5.3 | 1.6 | 4.8
COC(=O)c1ccccc1NC(=O)c1cnn2c(C)cc(C)nc12 | i | 19 | 0.2% | -1% | -1.2 | 1053 | 0.4% | 3% | -0.39 | 1461 | 0.069 | -0.37 | -0.56 | 1.3 | 5.0 | 1.3 | 9.6
CC(=O)NCCn1c(SCc2cccc([N+](=O)[O-])c2)nc2ccccc2c1=O | i | 8 | -1.2% | 5% | -0.7 | 1115 | 0.2% | 4% | -0.83 | 1211 | -0.19 | -0.25 | -0.097 | 0.35 | 2.9 | 1.1 | 1.7
COCCNC(=O)CCCn1c(=O)c2ccccc2n(Cc2cccc([N+](=O)[O-])c2)c1=O | i | -23 | 0.9% | 1% | -0.3 | 1091 | 0.1% | -1% | -0.24 | 1222 | 0.83 | -0.25 | 0.62 | -0.087 | 1.5 | 1.9 | 3.6
CCOC(=O)N1CCC(NS(=O)(=O)c2ccc(NC(C)=O)c(Cl)c2)CC1 | / | / | / | 0% | -4.5 | 1173 | / | 0% | -0.05 | 1218 | 0.12 | -0.24 | -0.052 | -0.24 | / | / | /
CC1(C)C(=O)C2(CCCCC2)C(=O)OC1c1cccc([N+](=O)[O-])c1 (stereo unspecified) | i | -8 | 0.1% | 1% | -1.7 | 1132 | 0.2% | 2% | -0.17 | 1462 | -0.035 | -0.24 | 0.41 | -0.4 | 2.5 | 3.6 | 8.9
CC1=C(C(=O)OCC2CCCO2)C(c2cccc(O)c2)NC(=O)N1 (stereo unspecified) | i | 4 | 3.0% | 6% | -1.2 | 1212 | 4.7% | 8% | 1.5 | 1135 | 1.2 | -0.21 | 0.77 | -0.64 | 3.9 | 2.8 | 8.4
O=C(Cn1nc(C(=O)O)c2ccccc2c1=O)NC12CC3CC(CC(C3)C1)C2 | i | 6 | 0.1% | 0% | -1.7 | 1121 | -0.5% | -3% | -0.73 | 1369 | -0.25 | -0.056 | 0.2 | -0.22 | 4.0 | 3.9 | 5.3

Assay outcomes (PubChem BioAssay)
